Bioassay records (PubChem BioAssay)
Vif-A3G inh = blocks the Vif interaction with human APOBEC3G; actives 0.076% (n = 410,000); Potency, µM (series often up to 46.1 µM), inactives show top-dose activity, negative = active, most hits filed as inhibitors; HeLa A3G-eYFP + Vif (tagged APOBEC3G with the HIV-1 protein that degrades it), YFP fluorescence, overnight; AID 602310; Q9HC16;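 also: potency is read from the fitted curve at half-maximal effect; % is scaled to controls: 0 for no effect and ±100 for the full control effect; nearly all actives have a fitted effect of over 60% in size; hits raise eYFP signal because A3G escapes Vif-driven loss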
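Read-out is eYFP fluorescence (Ex 488/Em 500-530) from Vif-expressing HeLa A3G-eYFP cells; more signal means A3G escaped Vif-mediated degradation. Cells plated overnight, compound pinned in, incubated overnight at 37 deg C.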
RGS4 inh = human RGS4 inhibition | P49798 | Transcreener GDP fluorescence polarization, RGS4-accelerated GTP hydrolysis | Potency, µM (top dose mostly 114 µM), without a hit: at the top dose activity change, negative = inhibition, usual class: inhibitors | actives 0.039% (n = 390,000) | AID 504845; also: potency is read from the fitted curve at half-maximal effect; % is scaled to controls: 0 for no effect and ±100 for the full control effect; nearly all actives have a fitted effect of over 75% in size; some results filed as inactive show a strong effect at the top dose
Target sequence (P49798 whole entry, looked up): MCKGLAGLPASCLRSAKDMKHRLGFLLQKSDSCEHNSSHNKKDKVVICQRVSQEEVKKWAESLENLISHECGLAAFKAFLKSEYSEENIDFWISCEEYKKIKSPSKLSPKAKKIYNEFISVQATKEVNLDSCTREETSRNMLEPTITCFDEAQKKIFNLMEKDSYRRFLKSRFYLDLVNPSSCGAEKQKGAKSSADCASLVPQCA
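MLSMR compounds (23 nl, pin-transferred) preincubated 10 min at room temperature with a 500nM (2x) first reagent, then RGS4 at 900nM (2x) plus Transcreener GDP mix added; fluorescence polarization (620/688 nm) read before and after 90 min at 30 °C.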
Vif-A3F inh = Vif-A3F binding inhibition; HeLa A3F-eYFP + Vif (tagged APOBEC3F with the HIV-1 protein that degrades it), YFP fluorescence increase; Potency, µM (titrated, usually from 46.1 µM), inactives show top-dose activity, negative = active; actives 0.2% (n = 390,000); also: potency is read from the fitted curve at half-maximal effect; % of control where 0% means no effect; nearly all actives have a fitted effect of over 65% in size
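HeLa cells stably expressing Vif plus C-terminally eYFP-tagged A3F were seeded, incubated overnight at 37 deg C, dosed with compound, incubated overnight again at 37 deg C. Yellow fluorescence (Ex 488/Em 500-530) reported blocked Vif-mediated A3F-eYFP degradation.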
D2 agonist = activates the human D2 dopamine receptor; actives 0.53% (n = 340,000); HEK293 T-REx D2 cells, calcium flux agonist mode; P14416; activation, % at 2 µM; AID 485358;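 active = activation over 3 SD above normal in the single-dose calcium agonist read, cut at about 30% in these data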; also: 0% is about no effect
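Tetracycline-induced HEK293 Trex cells with D2 receptor force-coupled to calcium signaling, plated overnight at 30 C and loaded with no-wash calcium dye. Calcium flux read kinetically for 180 s after compound addition; responses flag agonists.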
Glioma ERSR ind = induces the endoplasmic reticulum stress response in human glioma cells. Potency, µM, for inactives: at the top dose activation, most hits filed as activators. actives 0.02% (n = 420,000). U87-MG GRP78 promoter luciferase reporter, 16 h. AID 602332; also: potency is read from the fitted curve at half-maximal effect; series mostly up to about 76 µM; % of control where 0% means no effect; nearly all actives have a fitted effect of over 35% in size
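Stably transfected U87-MG glioma cells carrying a GRP78-based luciferase sensor; 16 h compound incubation. Luminescence end-point read 10 min after Bright-Glo addition at room temperature.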
D2 antagonist = antagonizes the human D2 dopamine receptor. P14416. HEK293 TREx D2 cells, calcium flux, dopamine EC80. inhibition, % at 10 µM. actives 2% (n = 340,000); in the data active = inhibition above about 30%; also: 0% is about no effect
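Calcium mobilization kinetics were recorded at 1 s intervals in tetracycline-induced HEK293 T-REx D2 cells, first for 180 s after compound addition and then 180 s after EC80 dopamine.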
LDHA inh = LDHA (human) enzyme inhibition | purified LDHA, NADH/diaphorase-resazurin fluorescence; stronger effect = lower value | activity change, % (values are at about 110 or 230 µM) | actives 0.15% (n = 480,000); in the data active = activity change below about -30%; inconclusive = mostly about -25% to -30%;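 also: plate controls were DMSO wells for no effect and wells without enzyme for full effect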
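Human LDH5 at 2 nM final in Tris HCl pH 7.4 with 0.06 mM NADH and 0.2 mM pyruvate, reacted 5 minutes at room temperature. Remaining NADH coupled via diaphorase/resazurin; resorufin fluorescence read at 0 and 20 minutes, normalized to enzyme-free and DMSO wells.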
12-LOX inh = ALOX12 (human) lipoxygenase inhibition; actives 1.1% (n = 580,000); P18054; purified 12hLO, xylenol orange hydroperoxide absorbance; Potency, µM (titrated, usually from 108 µM), without a hit: top-dose activity change, negative = inhibition, actives largely listed as inhibitors; also: potency is read from the fitted curve at half-maximal effect; % is scaled to controls: 0 for no effect and ±100 for the full control effect
Target sequence (P18054 whole entry, looked up): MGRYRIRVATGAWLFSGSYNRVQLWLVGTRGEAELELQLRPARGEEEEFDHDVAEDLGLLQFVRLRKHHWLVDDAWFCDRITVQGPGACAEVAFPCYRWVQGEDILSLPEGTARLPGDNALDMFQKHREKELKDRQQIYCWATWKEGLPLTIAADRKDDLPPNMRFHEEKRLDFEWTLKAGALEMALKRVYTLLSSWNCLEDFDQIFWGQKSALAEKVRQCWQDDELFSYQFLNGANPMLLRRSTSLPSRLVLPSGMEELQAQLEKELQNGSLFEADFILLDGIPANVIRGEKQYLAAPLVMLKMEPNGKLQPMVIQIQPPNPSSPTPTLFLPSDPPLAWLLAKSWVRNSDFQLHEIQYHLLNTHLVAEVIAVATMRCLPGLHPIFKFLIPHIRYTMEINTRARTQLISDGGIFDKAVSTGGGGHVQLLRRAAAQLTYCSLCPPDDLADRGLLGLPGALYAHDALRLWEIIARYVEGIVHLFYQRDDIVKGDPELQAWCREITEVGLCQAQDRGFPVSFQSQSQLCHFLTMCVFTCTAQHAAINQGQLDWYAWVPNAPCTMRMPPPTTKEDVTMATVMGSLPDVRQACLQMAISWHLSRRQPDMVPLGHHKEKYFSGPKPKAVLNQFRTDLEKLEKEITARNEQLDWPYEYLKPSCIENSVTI
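Purified human 12hLO (150 nM final) in 25 mM Hepes, 0.01% Triton X-100, pH 7.0 was preincubated 15 min at room temperature with compound. Then 40 uM arachidonic acid was added, 30 min. Hydroperoxide was read by Fe-XO absorbance ratio 573/405 nm.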
ERG-DNA inh = blocks human ERG Ets domain binding to DNA. fluorescence polarization, His-ERG Ets domain / labelled DNA. Potency, µM (doses to about 76.9 µM), for the others: at the highest dose FP activity, negative = inhibition, actives largely listed as inhibitors. AID 624246. actives 0.028% (n = 370,000); active = well fitted inhibition curve with a large enough effect in the polarisation, with a control signal flat; inconclusive = small, poorly fitted or top-dose-only effect, or effect the other way, or a change in a side signal; inactive = no such curve, though single readings can be large or run the other way; the % refers to the polarisation;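 also: polarization taken with two DNA probes labelled with fluorescein and Texas red; potency is read from the fitted curve at half-maximal effect; % of control where 0% means no effect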
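His-tagged ERG Ets domain (1 uM in the protein solution; 300mM KCl, 50mM Tris-HCl, 1mM EDTA, 1mM DTT, pH 7.5) received compound, then a probe mix of 5 nM fluorescein-DNA and 100nM Texas-615-DNA. Fluorescence polarization was read for both dyes.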
* marks the source's active call; other numbers are inactive results; ? = inconclusive; / = not tested or not shown; & = joins results of further samples; [ ] = another dose, or the depositor's remark. Unless noted, calls follow the shape of the dose curve; as a rule, active = well fitted curve in the direction sought with a large enough effect; inconclusive = small, poorly fitted or top-dose-only effect, or another doubt; inactive = no such curve, though single readings can be large; an effect the other way counts as inactive or inconclusive. Not all compounds are listed. The share of hits here may be higher or lower than overall.

1	COc1ccccc1NC(=S)N1C2CCC1CC(NC(=O)NC13CC4CC(CC(C4)C1)C3)C2 (configuration not stated)
2	COc1ccc(-c2nnc(SCc3nc4ccccc4s3)n2C(C)C)cc1
3	O=C1COc2ccc(S(=O)(=O)NCc3ccc(Cl)cc3)cc2N1
4	CCCNC(=O)C1(C)CCCN(Cc2ccc(-c3ccccn3)cc2)C1 (configuration not stated)
5	CCOC(=O)c1cnn(-c2nc(-c3cccc(F)c3)cs2)c1C(F)(F)F

Compound,1,2,3,4,5
Vif-A3G inh,0%,-6%,1%,-1%,-1%
RGS4 inh,7%,6%,3%,/,-15%
Vif-A3F inh,-2%,/,8%,/,4%
D2 agonist,11,/,10,/,0.4
Glioma ERSR ind,-5%,-7%,-2%,-2%,-1%
D2 antagonist,-1,12,-8,/,0
LDHA inh,-7,-3,1,-8,7
12-LOX inh,-20%,0%,11%,12%,0%
ERG-DNA inh,-5%,-5%,-4%,/,-2%

6	Cc1ccc(CNC(=O)c2nc(SCc3cccc(C)c3)ncc2Cl)cc1
7	COc1cc(C(=O)OC2CCN(C)CC2)cc(OC)c1OC
8	Cc1onc(-c2ccccc2Cl)c1C(=O)N1CCN=C1SCc1cccnc1
9	CC(OC(=O)CCc1nc2ccccc2[nH]c1=O)C(=O)c1ccccc1 (configuration not stated)
10	O=C(Cn1nc(Cc2cccnc2)c2ccccc2c1=O)N1CCN(c2ccccc2F)CC1

Compound,6,7,8,9,10
Vif-A3G inh,4%,0%,2%,2%,3%
RGS4 inh,9%,-12%,23%,-1%,15%
Vif-A3F inh,-10%,4%,9%,-3%,6%
D2 agonist,1.6,1.2,0.1,-0.2,-1.1
Glioma ERSR ind,-2%,-4%,-4%,-3%,-4%
D2 antagonist,/,14,4,-17,/
LDHA inh,2,-6,-7,3,-4
12-LOX inh,?,-6%,-4%,0%,-15%
ERG-DNA inh,4%,-3%,7%,1%,11%

11	N#Cc1c2c(c(-n3cnc4ccccc43)n3c1nc1ccccc13)CCC2
12	CC(C)n1c(=O)c2ccccc2n1Cc1cn(Cc2cccs2)nn1
13	CC1CCN(C(=O)CN2C(=O)NC3(CCC(C)CC3)C2=O)CC1 (configuration not stated)
14	Cc1ccc(-n2ncc(-c3nn[nH]n3)c2N)cc1
15	CC(NC(=O)C1(S(=O)(=O)c2ccc(Cl)cc2)CC1)c1ccccc1 (configuration not stated)

Compound,11,12,13,14,15
Vif-A3G inh,5%,-2%,0%,-6%,-1%
RGS4 inh,-22%,/,-7%,2%,12%
Vif-A3F inh,-2%,/,4%,-10%,2%
D2 agonist,-0.1,/,0.3,0.1,-0.5
Glioma ERSR ind,-1%,-3%,0%,1%,-3%
D2 antagonist,-12,/,-30,-10,-18
LDHA inh,-2,-3,-5,-10,-9
12-LOX inh,240%[activator],-19%,-15%&35%,?,0%
ERG-DNA inh,11%,/,-2%,18%,/

16	CC(C)C[C@H](NC(=O)c1nc[nH]c1C(=O)NC(c1ccccc1)c1ccccc1)C(=O)OCc1ccccc1
17	Cc1cc(C)c(Cn2c3ccccc3c3cnn(CC(=O)NCCc4ccccc4)c(=O)c32)c(C)c1
18	Cc1ccc(NC(=O)COC(=O)Cn2c(C)csc2=O)cc1
19	O=C(NC1CCCCC1)C1(S(=O)(=O)c2ccc(Cl)cc2)CC1
20	Fc1ccc2[nH]c3c(N4CCN(c5ccccc5)CC4)ncnc3c2c1

Compound,16,17,18,19,20
Vif-A3G inh,-19%,1%,3%,-1%,-13%
RGS4 inh,2%,-16%,19%,12%,-4%
Vif-A3F inh,-3%,?,-8%,3%,6%
D2 agonist,0.6,-0.9,-1.2,0.9,0.7
Glioma ERSR ind,-4%,-5%,-2%,-2%,-17%
D2 antagonist,-13,/,10,2,-4
LDHA inh,-2,-9,-6,-13,-7
12-LOX inh,2%,-12%,-29%,-6%,-1%
ERG-DNA inh,-5%,6%,-5%,-2%,1%

21	Nc1cc(=O)[nH]c(SCC(=O)NNC(=O)Cc2ccccc2)n1
22	Cc1ccc(OCC(=O)Nc2cccc3nsnc23)c(C)c1
23	COc1ccc(-c2nc3cc(C)ccn3c2NCC2CCCO2)cc1OC (configuration not stated)
24	Cc1cccc(NC(=O)c2ccc(S(=O)(=O)C(F)F)cc2)c1C
25	Cc1ccccc1Nc1nc(N)nc(CSc2n[nH]c(N)n2)n1

Compound,21,22,23,24,25
Vif-A3G inh,1%,-2%,0%,0%,-2%
RGS4 inh,-16%,-30%,-10%,-5%,15%
Vif-A3F inh,-4%,-5%,-9%,-6%,-24%
D2 agonist,-0.1,0.4,/,-0.9,2.5
Glioma ERSR ind,0%,2%,-4%,1%,0%
D2 antagonist,-8,1,/,5,-10
LDHA inh,-1,-2,0,-7,-10
12-LOX inh,-13%,-18%,0%,-8%,11%
ERG-DNA inh,-4%,-8%,-9%,-11%,3%

26	O=C(CSc1nc2ccccc2s1)Nc1cc(S(=O)(=O)N2CCOCC2)ccc1O
27	Cc1noc(-c2ccc(-c3noc(-c4ccc(C(F)(F)F)cc4)n3)cc2)n1
28	CN(C)CC1CCCCC1OC(=O)c1ccc(Br)cc1 (configuration not stated)
29	COc1cc(/C=C2\NC(=O)NC2=O)cc(Br)c1OC
30	C=CCn1c(-c2ccc3[nH]c(C)c(C)c3c2)n[nH]c1=S

Compound,26,27,28,29,30
Vif-A3G inh,0%,5%,1%,2%,-20%
RGS4 inh,?,13%,-1%,7%,-43%
Vif-A3F inh,-1%,-4%,-2%,18%,-11%
D2 agonist,0.6,-2.5,2.8,-1.8,0.6
Glioma ERSR ind,-5%,-5%,-4%,9%,-5%
D2 antagonist,-10,/,12,-15,16
LDHA inh,0,-11,-9,-7,-11
12-LOX inh,22µM*,-8%,-23%,-1%,?
ERG-DNA inh,-1%,5%,-6%,17%,3%

31	Cc1nnc(NC(=O)C2CCN(c3cnccn3)CC2)s1
32	CNC(=O)c1cc2ccc(OC)cc2oc1=O
33	CCCC(C)NS(=O)(=O)c1ccc(OC)c(C)c1 (configuration not stated)
34	O=C(Cn1nc(Cl)nc1Cl)Nc1ccccc1
35	CNC(=O)Nc1cc(C(C)(C)C)no1

Compound,31,32,33,34,35
Vif-A3G inh,0%,1%,0%,1%,3%
RGS4 inh,-6%,27%,12%,15%,-75%[56.9 µM]
Vif-A3F inh,-4%,-5%,-11%,10%,-2%
D2 agonist,-1.4,0.4,-1.1,0.8,0.8
Glioma ERSR ind,-4%,0%,?,-3%,-5%
D2 antagonist,-13,2,9,-3,-8
LDHA inh,-1,-5,0,-9,-5
12-LOX inh,-3%,-1%,-16%,0%,0%
ERG-DNA inh,9%,-7%,5%,-10%,-2%

Nothing new here: an excerpt of the list.
7	COc1cc(C(=O)OC2CCN(C)CC2)cc(OC)c1OC
8	Cc1onc(-c2ccccc2Cl)c1C(=O)N1CCN=C1SCc1cccnc1
9	CC(OC(=O)CCc1nc2ccccc2[nH]c1=O)C(=O)c1ccccc1 (configuration not stated)

Compound,7,8,9
Vif-A3G inh,0%,2%,2%
RGS4 inh,-12%,23%,-1%
Vif-A3F inh,4%,9%,-3%
D2 agonist,1.2,0.1,-0.2
Glioma ERSR ind,-4%,-4%,-3%
D2 antagonist,14,4,-17
LDHA inh,-6,-7,3
12-LOX inh,-6%,-4%,0%
ERG-DNA inh,-3%,7%,1%

Later entries:
36	CC(C)C(=O)Nc1nc2c(ncn2[C@H]2CC(O)[C@@H](CO)O2)c(=O)[nH]1 (some centres not stated)
37	Cc1ccc(Nc2nc(Oc3ccc(OCc4ccccc4)nn3)nc(N3CCOCC3)n2)cc1
38	COc1cccc(C(C)NC(=O)c2c(F)cccc2Cl)c1 (configuration not stated)
39	OCCNc1nc(N2CCN(c3ccccc3)CC2)nc2ccccc12
40	Cc1ccc(NC2=C(Cl)C(=O)OC2OC(=O)c2ccccc2C)cc1 (configuration not stated)

Compound,36,37,38,39,40
Vif-A3G inh,-15%,2%,-2%,-2%,-12%
RGS4 inh,2%,0%,10%,-7%,4%
Vif-A3F inh,/,3%,7%,0%,10%
D2 agonist,/,0.4,-0.1,0.0,/
Glioma ERSR ind,-7%,-5%,-5%,-3%,-1%
D2 antagonist,/,-30,-9,5,/
LDHA inh,-14,0,-6,3,-3
12-LOX inh,/,?,0%,?,?
ERG-DNA inh,/,-6%,1%,0%,3%

Structures above containing bromine (2):
28	CN(C)CC1CCCCC1OC(=O)c1ccc(Br)cc1 (configuration not stated)
29	COc1cc(/C=C2\NC(=O)NC2=O)cc(Br)c1OC

Compound,28,29
Vif-A3G inh,1%,2%
RGS4 inh,-1%,7%
Vif-A3F inh,-2%,18%
D2 agonist,2.8,-1.8
Glioma ERSR ind,-4%,9%
D2 antagonist,12,-15
LDHA inh,-9,-7
12-LOX inh,-23%,-1%
ERG-DNA inh,-6%,17%
